AT treatment – potential ataxia-telangiectasia treatment. […] A-T fibroblasts, KAP-1 phosphorylation AlphaLISA; neocarzinostatin DNA damage 30 min before lysis. Potency, µM (highest dose often 57.5 µM), for inactives: at the top dose activation, hits mostly activators. 320,000 tested, 0.19% active; also: potency is read from the fitted curve at half-maximal effect; % of control where 0% means no effect; nearly all actives have a fitted effect of over 45% in size
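ATM-like activity read as KAP-1 phosphorylation via AlphaLISA donor/acceptor antibody pairs after lysis and 6 hr at 25C. Cells were ATM-null patient fibroblasts ([…], hTERT), dosed 60 min, then exposed to the DSB inducer NCS for 30 min.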
MLL CXXC-DNA inh – inhibitors of human MLL CXXC domain-DNA interaction; 290,000 tested, 0.037% active; AID 2662; Potency, µM (doses to about 115 µM), without a hit: at the top dose activity change, negative = inhibition, actives largely listed as inhibitors; MLL-CXXC / FITC-HOXA9 DNA fluorescence polarization; active = well fitted inhibition curve with a large enough effect in the polarisation, with a control signal flat, not every such curve was filed as active; inconclusive = small, poorly fitted or top-dose-only effect, or effect the other way, or a change in a side signal; inactive = no such curve, though single readings can be large or run the other way; the % refers to the polarisation; also: potency is read from the fitted curve at half-maximal effect
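Fluorescence polarization: 7 uM MLL-CXXC (stock) preincubated 5 min with compounds, then 50 nM fluorescein-HOX-A9 DNA (stock) added; 30 min ambient. Buffer 50 mM Tris-HCl pH 7.5, 50 mM NaCl, 1 mM DTT, 0.05% BSA.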
FBPA coupling cs – coupling enzyme interference in Giardia aldolase counter-screen; AID 2472; activity change, negative = inhibition, % at 58.2 µM, hits read low; 290,000 tested, 0.67% active; coupling enzyme system counterscreen, AmpLite Red fluorescence; in the data active = activity change below about -30%; also: % is scaled to controls: 0 for no effect and ±100 for the full control effect
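Counterscreen lacking aldolase: glyceraldehyde-3-phosphate coupling-enzyme reagent preincubated 10 min at RT with compound (at 57.5 uM final), then substrate/coupling system with AmpLite Red added; fluorescence read at 525/598 nm after 20 min RT.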
GALK inh – galactokinase (human) inhibition; P51570; Purified GALK, Kinase-Glo residual ATP luminescence; Potency, µM (doses to about 57.5 µM), inactives show top-dose activity change, negative = inhibition, usual class: inhibitors; 270,000 tested, 0.007% active; AID 1868; also: potency is read from the fitted curve at half-maximal effect; % is scaled to controls: 0 for no effect and ±100 for the full control effect
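Compounds were pin-transferred into ATP buffer (35 uM final), then GALK plus galactose (5 nM, 100 uM final) was added. After 1 h at room temperature, Kinase-Glo Plus was added and luminescence read after 10 min.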
TSHR antag – human thyrotropin receptor antagonism. TSHR-expressing cells, TSH-stimulated cAMP HTRF, 2 h; stronger effect = lower value. activity change, negative = inhibition, % at 11.5 µM. 330,000 tested, 0.2% active;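 active = activity change below a set negative limit, meaning inhibition stronger than a set level, cut at about -70% in these data; inconclusive = activity change between two set negative limits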; also: % is scaled to controls: 0 for no effect and ±100 for the full control effect
Target sequence (P16473 whole entry, looked up): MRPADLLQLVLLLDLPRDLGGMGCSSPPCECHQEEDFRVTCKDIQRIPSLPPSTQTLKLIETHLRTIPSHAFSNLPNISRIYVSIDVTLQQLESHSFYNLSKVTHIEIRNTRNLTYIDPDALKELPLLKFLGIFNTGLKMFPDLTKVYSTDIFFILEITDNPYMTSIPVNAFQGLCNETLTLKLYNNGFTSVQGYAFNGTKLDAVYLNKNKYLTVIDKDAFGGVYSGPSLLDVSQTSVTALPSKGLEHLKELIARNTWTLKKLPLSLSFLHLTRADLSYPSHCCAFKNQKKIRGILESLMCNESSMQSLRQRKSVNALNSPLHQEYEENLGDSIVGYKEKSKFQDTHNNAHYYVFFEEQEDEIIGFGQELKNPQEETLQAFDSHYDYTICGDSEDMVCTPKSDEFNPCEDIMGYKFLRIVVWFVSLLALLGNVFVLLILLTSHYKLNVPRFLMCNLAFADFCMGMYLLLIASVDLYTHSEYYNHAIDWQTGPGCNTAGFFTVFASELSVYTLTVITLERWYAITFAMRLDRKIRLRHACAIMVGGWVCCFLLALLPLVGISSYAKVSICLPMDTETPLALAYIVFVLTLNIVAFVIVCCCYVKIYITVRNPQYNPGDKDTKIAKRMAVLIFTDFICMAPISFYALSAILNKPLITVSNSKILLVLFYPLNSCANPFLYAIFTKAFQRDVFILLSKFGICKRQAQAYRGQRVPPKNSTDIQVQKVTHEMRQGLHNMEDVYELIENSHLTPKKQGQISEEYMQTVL
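Inhibition of cAMP made by TSHR-expressing cells under TSH stimulation (4nM final, EC80; 2 h, 37 deg C) is quantified with a one-step lysis HTRF kit, anti-cAMP cryptate versus cAMP-d2.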
hERG WT inh – inhibitors of human wildtype KCNH2 potassium channel | 340,000 tested, 0.37% active | U2OS, BacMam KCNH2, thallium flux FluxOr; stronger effect = lower value | AID 720551 | activity change, % at 1.84 µM;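 active = maximum activity change below -70%; inconclusive = maximum activity change between -70% and -50%; inactive = maximum activity change above -50%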; also: % is scaled to controls: 0 for no effect and ±100 for the full control effect
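U2OS cells were transduced with wild-type KCNH2 virus (2.03 x 10^8 / mL) for 4 h at room temperature, then cultured overnight at 37 C. Thallium flux was read with FluxOr dye. Rate constants were normalized to DMSO controls.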
Chronic BCR inh – inhibitors of chronic active B-cell receptor signaling; ABC-DLBCL IkBa-CBG/CBR reporter, luminescence ratio, 4 h; Potency, µM (series often up to 46.1 µM), without a hit: at the top dose ratio change, negative = lower green/red ratio, most hits filed as inhibitors; 340,000 tested, 0.05% active; active = well fitted inhibition curve with a large enough effect in the signal ratio, with a control signal flat, not every such curve was filed as active; inconclusive = small, poorly fitted or top-dose-only effect, or effect the other way, or a change in a side signal; the % refers to the signal ratio;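 also: potency is read from the fitted curve at half-maximal effect; plate controls were basal doxycycline-induced cells for no effect and cells given 10 µM MG132 for full effect; MG132 reads +100%, hits lower the ratio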
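TMD8 ABC-DLBCL cells carrying doxycycline-inducible green luciferase fused to IkappaBalpha plus unfused red luciferase were exposed to compounds (up to 46 uM) for 4 hrs at 37C. Activity came from the overlap-corrected green/red luminescence ratio.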
Giardia kill – kills Giardia lamblia. Giardia lamblia trophozoite viability. activity change, % at 7.66 µM, hits read low. 340,000 tested, 0.15% active; in the data active = activity change below about -80%; inconclusive = between about -30% and that limit;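 also: parasites exposed to compound for two days anaerobically before the ATP read; % is scaled to controls: 0 for no effect and ±100 for the full control effect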
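Each well holds 100 Giardia trophozoites and compound. After two days (48 hrs) at 37 deg C in anaerobic conditions, ATP is quantified by luminescence.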
Tb PFK block – blocks T. brucei phosphofructokinase | O15648 | T. brucei PFK, ADP-Glo luminescence | 330,000 tested, 0.17% active | Potency, µM (titrated, usually from 57.5 µM), for inactives: at the top dose activity, negative = inhibition, hits mostly inhibitors | AID 485367;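 also: potency is read from the fitted curve at half-maximal effect; 0% = uninhibited 1x PFK enzyme wells and -100% = no-enzyme wells; nearly all actives have a fitted effect of over 60% in size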
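Activity is normalized to no-enzyme wells (full inhibition) and 1.25 nM enzyme wells (no inhibition). Reaction: 0.5 mM F6P, 0.1 mM ATP, 45 min RT, ADP-Glo luminescence; concentration-response curves fitted and classed by quality.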
TCR activator – T cell receptor activation; AID 504894; primary human leukocytes, anti-CD3, IL-2 HTRF, 48 h; Potency, µM (top dose mostly 9.22 µM), for inactives: top-dose activation of IL-2 secretion, most hits filed as activators; 330,000 tested, under 10 active; also: % of control where 0% means no effect
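48 hr co-incubation of compounds, a-CD3 beads and primary human leukocytes; IL-2 quantified homogeneously by HTRF with anti-IL-2 K and d2 conjugates.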
Starred values were filed as active, the others as inactive; u = inconclusive; x = not tested or not shown; [ ] = dose if it differs, or a comment. Unless noted, calls follow the shape of the dose curve; as a rule, active = well fitted curve in the direction sought with a large enough effect; inconclusive = small, poorly fitted or top-dose-only effect, or another doubt; inactive = no such curve, though single readings can be large; an effect the other way counts as inactive or inconclusive.

molecule	AT treatment	MLL CXXC-DNA inh	FBPA coupling cs	GALK inh	TSHR antag	hERG WT inh	Chronic BCR inh	Giardia kill	Tb PFK block	TCR activator
Cc1ccccc1C(=O)NNC(=O)CSc1nc(-c2ccccc2)cc(=O)[nH]1	3%	-4%	6	10%	3	-9	u	-7	-1%	1%
Cc1ccc(C(=O)NCC(=O)Nc2ccc(Cl)cc2)s1	7%	x	x	x	6	-2	u	4	-8%	1%
CN(NC(=O)/C=C/C(=O)O)c1ncc(C(F)(F)F)cc1Cl	4%	13%	7	1%	-13	-2	6%	-4	16%	-2%
CCCC1=NN2C(=N)/C(=C\c3cc(C)n(-c4cc(C)cc(C)c4)c3C)C(=O)N=C2S1	-1%	2%	15	0%	-8	-1	3%	1	-1%	3%[46.1 µM]
COc1ccc(NC(=O)CCCCCn2nnc3ccccc3c2=O)cc1OC	-18%	-3%	3	3%	-13	-15	3%	5	-1%	4%
CC(=O)N1CCN(Cc2nc(C(c3ccccc3)c3ccccc3)no2)CC1	-3%	-6%	-1	1%	3	-12	0%	-15	-3%	3%
O=[N+]([O-])c1cc(C=Nc2cccc3c(O)cccc23)ccc1Cl	x	3%	-9	-3%	-15	x	u	x	-10%	x
CC(=O)c1ccc(N2C(=O)CC(N3CCN(S(=O)(=O)c4cc(C)ccc4C)CC3)C2=O)cc1 (stereo not drawn)	6%	x	x	x	11	6	-1%	3	9%	-15%
CCCn1cc(S(=O)(=O)c2ccc(F)cc2)c(=O)c2cc(OCC)ccc21	2%	-3%	x	-1%	-1	-7	4%	-1	2%	-10%
COc1ccc(/C=N\NC(=O)c2ccc(-c3ccccc3)cc2)c(OC)c1OC	19%	7%	x	0%	10	5	0%	17	-6%	7%
CCOC(=O)NC1(C(F)(F)F)C(=O)N(Cc2ccccc2)C2=C1C(=O)CC(C)(C)C2 (stereo not drawn)	-6%	-5%	-2	x	-7	2	-4%	9	0%	0%
O=C(CN1C(=O)NC2(CCCCC2)C1=O)Nc1cccc2ncccc12	-9%	x	x	x	30	-7	-3%	30[activator]	0%	-3%
Cc1cccc(C)c1OCc1nnc2c3cnn(C)c3ncn12	0%	-2%	0	1%	4	-49	13%	22	10%	2%
CCCc1cc(=O)oc2c3c(cc(OCC(=O)N[C@@H](C)C(=O)O)c12)OC(C)(C)CC3	-9%	-12%	5	x	1	-8	1%	-7	-7%	2%
Cc1cccc(N2CCN(C(=O)CCn3c(=O)[nH]c4ccsc4c3=O)CC2C)c1 (stereo not drawn)	2%	4%	1	7%	-8	2	0%	9	6%	-2%
O=C(Nc1nc(-c2cccnc2)cs1)c1ccccc1Cl	1%	19%	-1	-6%	-4	4	u	-12	-3%	-1%
CCCOP(=O)(c1ccc(N(C)C)cc1)C(O)c1ccc(N(C)C)cc1 (stereo not drawn)	-5%	-1%	3	2%	-3	10	8%	-16	2%	10%
CN1CCN(Cc2c(O)ccc3occ(C(=O)c4ccccc4)c23)CC1	-6%	8%	0	0%	-7	7	u	5	-3%	x
CC(NC(=O)C1CCC(=O)N1Cc1ccc(F)cc1)c1ccc2c(c1)OCCO2 (stereo not drawn)	12%	-6%	0	2%	-6	0	-1%	1	5%	9%
CCOc1cc(C2C3=C(CCCC3=O)OC3=C2C(=O)CCC3)cc([N+](=O)[O-])c1O	-5%	-11%	-1	1%	-11	2	4%	0	1%	-3%
N/C(=N\OC(=O)c1ccccc1Br)c1cccc([N+](=O)[O-])c1	0%	-4%	-2	-2%	3	-38	-2%	-5	3%	9%
Cc1cnn(CCC(=O)NNC(=S)Nc2ccccc2)c1	4%	-4%	-3	0%	6	-9	-3%	5	5%	4%
CCNC(=O)C1CCCN1C(=O)C(CCCN=C(N)N)NC(=O)C(CC(C)C)NC(=O)C(Cc1cn(Cc2ccccc2)cn1)NC(=O)C(Cc1ccc(O)cc1)NC(=O)C(CO)NC(=O)C(Cc1c[nH]c2ccccc12)NC(=O)C(Cc1cnc[nH]1)NC(=O)C1CCC(=O)N1 (stereo not drawn)	-2%	u	-3	x	22	-32	-6%	-13	-5%	2%
CN(Cc1ccccc1)C(=O)COC(=O)CNS(=O)(=O)c1ccc2ccccc2c1	-13%	x	x	x	-2	2	-13%	-19	-8%	-1%
COc1ccc(-c2nnc3ccc(SCC(=O)N4CCCC4)nn23)cc1	1%	0%	-1	1%	5	0	1%	u	-3%	6%
CCc1ccc(-c2cc3c(=O)n(CC(=O)NCCCN4CCN(CC)CC4)nc(C)n3n2)cc1	-1%	-1%	-1	-2%	-14	1	8%	-7	14%	-9%
CCC(C(=O)N/N=C/c1cccnc1)c1ccccc1 (stereo not drawn)	11%	4%	x	-1%	-4	3	1%	12	0%	-12%
COc1ccc(N2CCN(C3CCCN(Cc4cccc(C(C)=O)c4)C3)CC2)cc1 (stereo not drawn)	-1%	-1%	0	-6%	-8	0	-1%	2	1%	2%
CCOc1ccccc1NC(=O)c1csc(C)c1C	11%	1%	0	3%	-12	6	2%	5	u	5%
Cc1ccc(OCC(=O)c2cc(C)n(-c3cc(C)on3)c2C)c([N+](=O)[O-])n1	-5%	x	x	x	-2	-3	-8%	-24	-10%	-2%
COc1ccc(CNC(=O)C2COc3ccccc3O2)cc1 (stereo not drawn)	6%	6%	-1	0%	-12	-8	-14%	-2	0%	-7%[46.1 µM]
COc1cc(C2C3C(=O)N(Cc4ccccc4)C(=O)C3ON2c2ccccc2)cc(OC)c1OC (stereo not drawn)	6%	-11%	-4	2%	-3	-5	u	-25	-3%	-1%
CC1CN(C(=O)CSc2nnc(NC(=O)NC(C)(C)C)s2)CC(C)O1 (stereo not drawn)	9%	x	x	x	-3	-5	3%	-11	2%	3%
COc1ccc(C(CNC(=O)c2cc3ccccc3o2)N2CCCC2)cc1 (stereo not drawn)	-1%	x	x	x	3	30	-7%	-21	13%	2%
COCCNC(=O)Cc1cn(C)c2ccccc12	-7%	13%	-2	-2%	3	-5	-1%	7	4%	10%
Cc1ccc(NC(=O)C2CCN(S(=O)(=O)c3ccc4c(c3)NC(=O)CO4)CC2)cc1	-2%	-1%	x	-9%	14	-2	7%	-20	5%	2%
COc1ccc(S(=O)(=O)NCc2ccc3c(c2)OCO3)cc1C	1%	7%	4	0%	1	-6	u	1	-5%	-3%
CN1CCc2c(sc3nc(SCC(=O)N4CCOCC4)n(-c4ccc(Cl)cc4)c(=O)c23)C1	-7%	-1%	-1	-1%	4	-1	0%	8	2%	5%
CCN1CCN(C(=O)Nc2cccc(C(F)(F)F)c2)CC1	-7%	0%	-1	0%	5	5	-2%	15	-7%	8%
CCC(=O)N1CCN(c2ccc(NC(=O)c3c(F)c(F)c(OC)c(F)c3F)cc2)CC1	x	u	2	5%	-14	-6	6%	4	-2%	x
CCC(NC(=O)c1ccccc1NC(=O)c1ccco1)C(=O)O (stereo not drawn)	4%	7%	6	0%	8	-10	2%	2	3%	9%
CCC(C)C(NC(=O)c1ccccc1NC(=O)c1ccc(C)cc1)C(=O)O (stereo not drawn)	-3%	4%	-10	-2%	-1	x	u	2	-3%	-1%
COC(=O)CNC(=O)C1CCCN1C(=O)CNC(=O)OCc1ccccc1 (stereo not drawn)	6%	13%	-2	3%	-5	0	u	-29	0%	1%
O=[N+]([O-])c1cccc(-c2cc(-c3cc(Br)ccc3O)[nH]n2)c1	3%	26%	1	10%	-29	-10	u	28	-14%	0%
CCn1c(SCC(=O)Nc2ccc(OC)c(S(=O)(=O)N3CCCCC3)c2)nnc1C1CC1	-3%	x	x	x	6	-5	0%	-13	3%	6%
COC(=O)c1cc(N2C(=O)C3C(C2=O)C2(C)C=CC3(C)O2)ccc1Cl (stereo not drawn)	-4%	21%	7	0%	0	x	6%	x	-18%	x
CCOC(=O)C1CCN(C(=O)COC(=O)c2oc3ccccc3c2C)CC1	-1%	x	x	x	-4	-4	u	-1	-5%	3%
O=C(COc1ccc2c(-c3ccccc3)cc(=O)oc2c1)NCC1CCC(C(=O)O)CC1 (stereo not drawn)	10%	2%	6	x	15	4	u	-5	1%	4%
COC(=O)c1ccc(S(=O)(=O)NCc2cccc(OC)c2)n1C	7%	-2%	-1	-2%	3	-11	5%	2	-1%	2%
Cc1cc(N2CCN(c3nc4ccccc4s3)CC2)n2ncnc2n1	-3%	-11%	2	-1%	-36	21	3%	10	-16%	-3%

Screening results as filed in PubChem.
